High-throughput results as filed in PubChem BioAssay.
WT yeast gro inh – growth inhibition of WT yeast, mitochondrial fusion screen; mitochondrial fusion phenotypic screen, WT strain; 190,000 compounds, 2.1% hits; inhibition, % at 10 µM; in the data active = inhibition above about 58%; tested in S. cerevisiae
bCat nuc transl – beta-catenin nuclear translocation modulation; HeLa beta-catenin nuclear translocation, immunofluorescence imaging; nuclear translocation activity, % at 5 µM; 190,000 compounds, 0.3% hits;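 active = nuclear translocation activity above 50% at 5 µM, with a well cell count of 50 or more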;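 note: per-cell ratio of nuclear to cytoplasmic median beta-catenin stain intensity; plate controls were DMSO negative control for no effect and GSK-3 inhibitor IX positive control for full effect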
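System: Human HeLa cells, endogenous beta-catenin | Compound dosing: 5 µM primary, 0.02–20 µM confirmation | Timing: 24 h compound exposure at 37°C, 5% CO2 | Measured by: Fluorescence imaging of beta-catenin antibody stain plus DAPI | Read-out basis: % activation of per-cell nuclear versus cytoplasmic median beta-catenin signal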
Myeloid diff 2 – myeloid differentiation induction. ER-HoxA9 myeloid progenitors, lysozyme-GFP differentiation, flow cytometry. calls only at 10 µM. 360,000 compounds, 1% hits. AID 624256;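 active = normalized GFP-positive differentiation at or above the plate's own cutoff, the solvent-only control mean plus 3 SD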;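 note: cells exposed to compound for four days before flow analysis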
Insulin prom up – MIN6 insulin promoter up-regulation | MIN6 insulin promoter-GFP reporter, high-content imaging; hits give high values | z-score at 5 µM | 190,000 compounds, 0.3% hits | AID 1625;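 active = z-score above 3 at 5 µM with at least 500 cells counted in the well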
T cell HTS – T cell immune modulation candidate; 330,000 compounds, 0.068% hits; calls only at 7 µM; 2C CD8+ T cell-vesicle binding, flow cytometry; hits give low values;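 active = response, share of CD8 T cells binding vesicles, and their 90th percentile fluorescence all below set limits, cut at about 80% in these data, passing the limit was not always enough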
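System: murine 2C transgenic CD8+ T lymphocytes; also added: QL9-loaded Drosophila micro-vesicles; times: binding 1.5 h at 37 °C; measured by: flow cytometry, PE anti-B7-1 (FL2) versus Alexa647 anti-CD8 (FL8), PFA-fixed; control set: Peptide-free naked vesicles (low) and QL9 vesicles with 0.7% DMSO vehicle (high)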
Autophagy HCS – autophagy modulation, high-content screen | 190,000 compounds, 0.98% hits | calls only at 10 µM (by protocol) | MEF GFP-LC3 puncta imaging; test concentration mostly 10 µM;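 active = percentage of spot-positive cells more than 3 SD above its plate mean, without a fluorescence outlier flag or 80% toxicity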;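 note: spot-positive cell cutoff set from DMSO-treated cells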
MT stabilizer – stabilizes microtubules in HeLa cells. 200,000 compounds, 0.83% hits. HeLa tubulin immunostaining HCS, 24 h; share of cells brighter than vehicle mean+2SD. AID 2205. % tubulin-high responders, % at 10 µM;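 active = plate Z-score above 3 for both tubulin-high and condensed-nucleus cell shares, with cell loss under 80%, at 10 µM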;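 note: anti alpha tubulin signal scored within the nucleus-defined area of each cell; some results filed as inactive read as strong as hits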
Lipid droplet – hepatic lipid droplet formation modulation; AML12 mouse hepatocytes, oleate lipid droplets, BODIPY imaging; inhibition, % at 6.5 µM; 240,000 compounds, 0.4% hits; AID 1656;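 active = lipid droplet intensity inhibited by at least 50%, with more than 500 cells counted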
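Technique: fluorescence imaging, 20x objective, two fields per well / Assay system: AML12 hepatocytes (mouse) / Measure: % inhibition of lipid droplet signal / Doses: 6.5 µM single-point dosing / Incubation: overnight exposure / Reagent: 100 µM oleic acid challenge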
West Nile antiviral – inhibition of WNV-induced cytopathic effect – cell-based, CPE readout (AID 1621); West Nile virus-infected cells, CPE inhibition; higher % means a stronger effect; one-dose CPE inhibition, % at 10 µM; IC50 in µM for titrated hits; 290,000 compounds, 0.02% hits; in the data active = a potency from the dose series; note: strong numbers were not always called active
WT yeast gro inh mutant strain – also measured in WT yeast gro inh; calls as there; inhibition, %; mitochondrial fusion phenotypic screen, mutant strain inhibition
Insulin prom up cell count – second read-out of Insulin prom up, no call of its own (marks repeat the call); cell count; measured here: cytotoxicity, nuclei count;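 total cells summed across four imaged fields per well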
Lipid droplet cells 6.5 µM – recorded beside Lipid droplet, whose call it bears; cell count; measured here: cell count, cytotoxicity flag;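 cells counted across two imaged fields per well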
bCat nuc transl cell count 5 µM – further read-out of bCat nuc transl, marked with its call; cell count; measured here: cell count, cytotoxicity flag
T cell HTS vesicle-bound % – further read-out of T cell HTS, marked with its call; double positive events, %; measured here: CD8+ vesicle-bound cell fraction;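 binding gate set so that unloaded-vesicle control wells show 10% double positive cells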
MT stabilizer Hoechst-high % – recorded beside MT stabilizer, whose call it bears; % Hoechst-high responders; measured here: nuclear condensation Hoechst responders;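 share of cells brighter than vehicle mean plus two SD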
MT stabilizer cytotoxicity % – second read-out of MT stabilizer, no call of its own (marks repeat the call); toxicity, %; measured here: cytotoxicity by cell density;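 0% = mean cell density of plate MIN control wells and 100% = no cells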
Autophagy HCS cell loss 18 h – recorded beside Autophagy HCS, whose call it bears; toxicity, %; measured here: cell loss, nuclei count;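 cell loss after 18 h compound exposure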
Myeloid diff 2 GFP+ MAC1+ % – recorded beside Myeloid diff 2, whose call it bears; GFP+ MAC1+ double positive, %; measured here: differentiation confirmed by MAC1 staining
Numbers without * were called inactive; i = inactive; / = no result given. The order is random; overall some 3.9% were active at least once.

The line under a structure holds: WT yeast gro inh, WT yeast gro inh mutant strain, bCat nuc transl, bCat nuc transl cell count 5 µM, Myeloid diff 2, Myeloid diff 2 GFP+ MAC1+ %, Insulin prom up, Insulin prom up cell count, T cell HTS, T cell HTS vesicle-bound %, Autophagy HCS, Autophagy HCS cell loss 18 h, MT stabilizer, MT stabilizer Hoechst-high %, MT stabilizer cytotoxicity %, Lipid droplet, Lipid droplet cells 6.5 µM, West Nile antiviral
Cc1ccc(S(=O)(=O)N(CC(=O)NCc2ccncc2)C2CCCCC2)cc1
 : -12, 2, -0.7, 1134, i, 0.4, -0.08, 1231, i, 55, i, 8, 2.2, 3.4, 12, /, /, -0.3%
O=C(Cc1ccc(Cl)cc1)NC1CCCN(Cc2ccccc2F)C1 (stereo not drawn)
 : /, /, /, /, i, 1.0, /, /, i, 62, /, /, /, /, /, -7, 809, 0.1%
Cc1noc(C)c1S(=O)(=O)N1CCCC1C(=O)O (stereo not drawn)
 : /, /, /, /, i, 0.4, /, /, i, 26, /, /, /, /, /, 14, 830, -0.3%
COc1ccccc1NC(=O)Nc1ccnn1C1CCCCC1
 : 10, 8, -0.5, 667, i, 0.9, 0.63, 1070, i, 43, i, 17, 2.7, 2.4, 1.3, /, /, -0.2%
COC(=O)C(C)Oc1ccc2c(-c3cccc([N+](=O)[O-])c3)cc(=O)oc2c1 (stereo not drawn)
 : /, /, /, /, i, 6.1, /, /, i, 16, i, -12, 1.8, 1.8, 6.6, /, /, -0.5%
CC(=C/c1ccco1)/C=N/N1CCN(c2ccccc2)CC1
 : -17, 6, 0.2, 1326, i, 1.1, 0.56, 1650, i, 22, i, -6, 2.2, 1.9, 7.3, /, /, -0.2%
CCCOc1ncnc2c1[nH]c1ccc(OC)cc12
 : /, /, -1.9, 1120, i, 0.4, -1.2, 1429, i, 31, /, /, /, /, /, -15, 718, -0.6%
COc1ccccc1N(C)S(=O)(=O)c1ccc(C(=O)NCC(C)C)cc1
 : /, /, 0.4, 1006, i, 3.9, 0.98, 855, i, 27, i, -8, 2.4, 2.3, 6.4, 4, 801, -0.6%
CCC(CC)NC(=O)c1cc([N+](=O)[O-])ccc1N1CCOCC1
 : -2, 3, 0.2, 1040, i, 0.2, 2.1, 1480, i, 30, i, -1, 4.9, 1.4, 9.2, 23, 581, -0.3%
COc1ccc(S(=O)(=O)N2CCCCC2)cc1NC(=O)C1CSC2(C)CCC(=O)N12 (stereo not drawn)
 : /, /, /, /, i, 1.3, /, /, i, 42, /, /, /, /, /, -10, 796, 0.2%
CC(C)CCNC(=O)C1CCC(CNc2c(N3CCC(C)CC3)c(=O)c2=O)CC1 (stereo not drawn)
 : /, /, 1.0, 1261, i, 0.3, -0.02, 1123, i, 22, /, /, /, /, /, 5, 677, 0.4%
CCOc1ccc(/C(C)=N/NC(=O)C(OC)c2ccccc2)cc1 (stereo not drawn)
 : -7, -8, 6.5, 908, i, 2.6, 0.73, 1578, i, 34, i, 37, 10*, 16*, 11*, 1, 688, -0.1%
CCOc1cc(CNCCc2ccc(S(N)(=O)=O)cc2)ccc1OCC(=O)NC(C)(C)C
 : 9, 5, 4.4, 1239, i, 0.6, -1.3, 1087, i, 55, i, 8, 1.9, 1.1, 7.5, -8, 728, 0.3%
CC(C(=O)Nc1ccc(Cl)cc1)c1ncc(C(F)(F)F)cc1Cl (stereo not drawn)
 : 5, -1, -2.6, 1031, i, 1.0, 0.24, 1901, i, 11, i, -31, 2.9, 3.8, 3.0, 0, 660, -0.7%
O=C(CSC1=NCCS1)Nc1cccc2ccccc12
 : -6, -23, /, /, i, 0.3, 0.35, 689, i, 58, i, -1, 2.3, 2.1, 5.1, -20, 743, /
CCC(Sc1nc2sc(C(=O)OC)c(C)c2c(=O)n1N)C(=O)NCC1CCCO1 (stereo not drawn)
 : -3, 2, -0.5, 1064, i, 4.9, -0.25, 1832, i, 52, i, -4, 2.6, 2.0, 6.3, -7, 666, -0.2%
Cc1cc(C)nc(SCc2ccc(F)cc2)n1
 : -24, -3, -1.2, 1076, i, 0.3, 0.26, 1670, i, 17, i, 1, 3.3, 2.1, 8.7, -6, 709, 1.0%
Cc1ccc(C)c2c1cc(C)c1nnc(SCC(=O)N3CCCc4ccccc43)n12
 : 19, -4, 1.1, 1066, i, 0.6, -0.38, 1433, i, 17, i, 5, 3.0, 2.0, 7.8, -20, 599, -0.3%
COc1cc2c(cc1OC)C1=C(C#N)CN(C3CCCCC3)CN1CC2
 : 16, 8, /, /, i, 3.3, 0.31, 963, i, 24, i, 14, 9.3, 1.9, 2.8, /, /, 0.2%
Cc1ccc(-n2nc3c(N4CCC(C(=O)NCc5ccc(C)o5)CC4)nnc(C)c3c2C)cc1
 : /, /, /, /, i, 6.3, /, /, i, 17, /, /, /, /, /, 1, 663, 0.8%

Two records drawn at random from those above, as already listed:
The line under a structure holds: WT yeast gro inh, WT yeast gro inh mutant strain, bCat nuc transl, bCat nuc transl cell count 5 µM, Myeloid diff 2, Myeloid diff 2 GFP+ MAC1+ %, Insulin prom up, Insulin prom up cell count, T cell HTS, T cell HTS vesicle-bound %, Autophagy HCS, Autophagy HCS cell loss 18 h, MT stabilizer, MT stabilizer Hoechst-high %, MT stabilizer cytotoxicity %, Lipid droplet, Lipid droplet cells 6.5 µM, West Nile antiviral
CCC(Sc1nc2sc(C(=O)OC)c(C)c2c(=O)n1N)C(=O)NCC1CCCO1 (stereo not drawn)
 : -3, 2, -0.5, 1064, i, 4.9, -0.25, 1832, i, 52, i, -4, 2.6, 2.0, 6.3, -7, 666, -0.2%
COc1ccc(S(=O)(=O)N2CCCCC2)cc1NC(=O)C1CSC2(C)CCC(=O)N12 (stereo not drawn)
 : /, /, /, /, i, 1.3, /, /, i, 42, /, /, /, /, /, -10, 796, 0.2%

(next part)
The line under a structure holds: WT yeast gro inh, WT yeast gro inh mutant strain, bCat nuc transl, bCat nuc transl cell count 5 µM, Myeloid diff 2, Myeloid diff 2 GFP+ MAC1+ %, Insulin prom up, Insulin prom up cell count, T cell HTS, T cell HTS vesicle-bound %, Autophagy HCS, Autophagy HCS cell loss 18 h, MT stabilizer, MT stabilizer Hoechst-high %, MT stabilizer cytotoxicity %, Lipid droplet, Lipid droplet cells 6.5 µM, West Nile antiviral
O=C1Nc2ccccc2C12Nc1ccccc1-c1nc3ccccc3n12 (stereo not drawn)
 : -7, -4, 7.4, 310, i, 1.3, /, /, i, 45, i, 1, 4.8, 2.1, 5.5, -44, 737, 0.0%
CCOc1ccc2c(c1)c(N=O)c(O)n2C
 : -22, -17, -1.8, 905, i, 1.3, /, /, i, 45, i, -14, 5.4, 3.1, 1.3, -34, 586, 0.6%
O=C(OCCN1C(=O)c2ccccc2C1=O)C1CCN(S(=O)(=O)c2cccs2)CC1
 : -2, 6, -6.4, 939, i, 1.2, 0.28, 1328, i, 29, i, 0, 3.4, 1.8, 0.1, /, /, 1.5%
O=C(Cc1cccs1)Nc1ccc(-c2nnn(CC(=O)N3CCOCC3)n2)cc1
 : -6, 26, -1.5, 997, /, /, 0.26, 1221, i, 55, i, 1, 5.3, 2.5, 3.4, /, /, -0.2%
CSc1ccc(/C=N/NC(=O)CNc2cccc3ccccc23)cc1
 : 12, 3, 8.6, 1049, i, 0.5, -0.14, 1444, i, 57, i, -2, 7.3, 2.9, 8.8, 1, 633, -0.4%
Cc1cccc(OCCn2c(=S)[nH]c3ccccc32)c1
 : 19, -3, -1.2, 1106, i, 0.7, -0.37, 670, i, 21, i, -13, 3.1, 1.0, 1.7, 18, 705, 0.1%
COc1ccc(-c2nnn(Cc3ccccc3)n2)cc1OC
 : /, /, /, /, i, 0.3, /, /, i, 51, /, /, /, /, /, 0, 804, -0.2%
CCOc1ccc(NC(=O)C/C(N)=N/O)cc1
 : 0, -24, -0.2, 984, i, 3.4, -0.43, 1217, i, 38, i, 8, 3.3, 2.0, 7.6, -2, 736, 0.3%
N=C1C(c2ccccc2)=C(O)CN1c1cccc(S(=O)(=O)Nc2cccc(C(F)(F)F)c2)c1
 : -2, 19, -0.1, 956, i, 0.9, 0.25, 1375, i, 54, i, -2, 2.7, 2.6, 4.9, 18, 721, 0.0%
CCCCn1nnnc1SCC(=O)NCc1ccccc1
 : 26, 5, -5.9, 1204, i, 0.2, -0.71, 975, i, 60, i, 2, 2.7, 1.9, 7.5, 0, 632, -0.5%
O=C(COC(=O)/C=C/c1ccc(OC(F)F)cc1)NCc1cccs1
 : -21, -6, 0.9, 984, i, 0.3, 2.3, 1415, i, 42, i, 21, 0.8, 4.5, 7.7, 8, 615, -0.4%
CC(O)(CS(=O)(=O)Cc1ccccc1)c1ccccc1 (stereo not drawn)
 : /, /, /, /, i, 0.6, /, /, i, 11, /, /, /, /, /, -1, 399, 0.4%
CC(C)NC(=O)NC(=O)COC(=O)C1CCCN1C(=O)c1cccs1 (stereo not drawn)
 : -4, -21, /, /, i, 0.5, -0.07, 751, i, 34, i, -11, 1.7, 1.0, 5.9, 8, 768, 0.5%
Cc1cc(C)n(CC(O)COc2cccc(OCC(O)Cn3nc(C)cc3C)c2)n1 (stereo not drawn)
 : -1, -15, 0.2, 1171, i, 1.1, /, /, i, 35, i, 2, 2.4, 1.3, 4.0, /, /, -0.5%
CSC1=N/C(=C\c2cccnc2)C(=O)N1c1ccccc1
 : -9, 5, -0.5, 1072, i, 0.6, -0.15, 1292, i, 36, i, 15, 2.2, 2.5, 7.9, 8, 665, -1.1%
